High-throughput results (PubChem BioAssay)
CHRM4 agonist: agonists of human muscarinic M4 receptor (CHRM4); P08173; CHO-K1 hM4/Gqi5, Fluo-8 calcium fluorescence; vehicle 0%, full acetylcholine response 100%; activation, % at 3 µM; hit rate 0.14% among 360,000; AID 624127;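 active means activation above the run mean over all test wells plus 3 SD, cut at about 32% in these data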;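 further: peak over basal fluorescence ratio per well then scaled between controls; 0% = DMSO wells and 100% = acetylcholine at EC100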
M4 antag: CHRM4 antagonism in calcium assay. inhibition, % at 3 µM. CHO-hM4 cells, ACh EC80, Fluo-8 calcium fluorescence. AID 624125. hit rate 0.73% among 360,000;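 active means inhibition above its plate's cutoff, the mean inhibition of sample wells plus 3 SD, cut at about 27% in these data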;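 further: 0% = acetylcholine EC80 with DMSO and 100% = DMSO without agonist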
CHRM1 antagonist: human CHRM1 antagonism | inhibition, % at 3 µM | CHO-K1 hM1, Fluo-8 calcium fluorescence, ACh EC80 antagonist | P11229 | hit rate 1.3% among 360,000;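 active means percent inhibition above its own plate's cutoff, namely the mean of that plate's compound wells plus 3 SD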;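 further: peak over basal fluorescence ratio during 140 s after agonist addition; 0% = ACh EC80 plus DMSO and 100% = DMSO alone without agonist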
Target sequence (P11229 whole entry, looked up): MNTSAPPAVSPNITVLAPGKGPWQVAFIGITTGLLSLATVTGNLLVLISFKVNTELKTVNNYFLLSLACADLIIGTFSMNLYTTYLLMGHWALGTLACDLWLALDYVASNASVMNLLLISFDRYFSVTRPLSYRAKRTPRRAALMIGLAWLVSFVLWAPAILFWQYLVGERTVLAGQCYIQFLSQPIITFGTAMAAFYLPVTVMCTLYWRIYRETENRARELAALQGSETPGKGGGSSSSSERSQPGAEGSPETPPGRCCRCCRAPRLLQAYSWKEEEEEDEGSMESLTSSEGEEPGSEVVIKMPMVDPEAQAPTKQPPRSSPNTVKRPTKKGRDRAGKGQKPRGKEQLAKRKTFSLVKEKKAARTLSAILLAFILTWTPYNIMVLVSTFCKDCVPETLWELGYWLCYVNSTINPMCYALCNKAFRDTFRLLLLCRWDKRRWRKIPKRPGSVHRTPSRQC
M4 PAM: potentiates acetylcholine response at human M4 receptor; hit rate 0.4% among 360,000; AID 624126; CHO-K1 hM4/Gqi5, Fluo-8 calcium fluorescence, ACh EC20; 0% = ACh EC20, 100% = maximal ACh; activation, % at 3 µM; P08173;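 active means activation above its plate's cutoff, the mean activation of sample wells plus 3 SD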; further: some results filed as inactive read as strong as hits
CHRM5 PAM: potentiates acetylcholine response at human M5 receptor | P08912 | CHO-K1 hM5, Fluo-8 calcium, ACh EC20 PAM; 0% = ACh EC20, 100% = ACh EC100 | activation, % at 3 µM | hit rate 0.3% among 360,000 | AID 624038;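 active means activation above the run cutoff, the mean activation of all test compounds plus 3 SD, cut at about 18% in these data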
Target sequence (P08912 whole entry, looked up): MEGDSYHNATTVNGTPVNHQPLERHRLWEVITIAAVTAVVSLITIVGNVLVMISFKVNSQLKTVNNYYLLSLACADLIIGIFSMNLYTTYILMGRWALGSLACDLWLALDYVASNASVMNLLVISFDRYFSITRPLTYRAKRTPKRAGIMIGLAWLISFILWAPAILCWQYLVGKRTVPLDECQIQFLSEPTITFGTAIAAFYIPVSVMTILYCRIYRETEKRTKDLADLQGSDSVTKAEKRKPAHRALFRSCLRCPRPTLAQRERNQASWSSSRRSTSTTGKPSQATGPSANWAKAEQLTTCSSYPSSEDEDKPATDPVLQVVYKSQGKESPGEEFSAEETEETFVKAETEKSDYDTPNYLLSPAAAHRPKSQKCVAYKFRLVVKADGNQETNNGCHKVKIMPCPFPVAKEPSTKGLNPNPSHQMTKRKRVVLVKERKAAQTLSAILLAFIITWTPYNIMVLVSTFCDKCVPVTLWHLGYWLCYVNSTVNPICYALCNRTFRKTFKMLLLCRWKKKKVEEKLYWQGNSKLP
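System – CHO-K1 hM5 cells · Compound – 3 µM, single dose · Incubation – compound preincubation 140 s before EC20 acetylcholine addition · Technique – Fluo-8 calcium fluorescence · Measure – Max/basal fluorescence ratio as % of EC20–EC100 ACh window · Benchmarks – low control EC20 acetylcholine (0%), high control EC100 acetylcholine (100%) · Replication – singlicate, one well per test compound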
M5 ag: CHRM5 agonism in calcium assay; activation, % at 3 µM; hit rate 0.19% among 360,000; CHO-K1 hM5 cells, Fluo-8 calcium fluorescence; 0% DMSO wells, 100% maximal acetylcholine response;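 active means activation above the run's mean over test compounds plus 3 SD, cut at about 23% in these data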;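 further: signal is peak over basal fluorescence ratio across the kinetic read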
M1 PAM: human CHRM1 positive allosteric modulation | P11229 | CHO-K1 hM1, Fluo-8 calcium fluorescence, ACh EC20; 0% = ACh EC20, 100% = maximal ACh | activation, % at 3 µM | hit rate 0.088% among 360,000; in the data active means activation above about 19%, passing the limit was not always enough
CRFR2-BP ag: CRF-BP/CRF-R2 complex agonism. activation, % at 13.2 µM. AID 588473. hit rate 0.46% among 350,000. HEK293 CRF-R2/CRF-BP, calcium dye fluorescence (FLIPR); percent of saturating CRF peptide response;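 active means activation of at least 50%, plus an integration ratio under a set limit after plate pattern correction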;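 further: plate controls were neutral control wells without compound for no effect and CRF at EC100 for full effect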
CHRM5 antagonist: CHRM5 antagonism in calcium assay; P08912; CHO-hM5 cells, Fluo-8 calcium fluorescence, ACh EC80; inhibition, % at 3 µM; hit rate 0.59% among 360,000; AID 624040;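 active means inhibition above a per-plate cutoff, the mean of that plate's test compounds plus 3 SD, cut at about 27% in these data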;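 further: 0% = acetylcholine EC80 with DMSO and 100% = DMSO without agonist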
* hit, by the source's call; · = not tested or not shown.

Sequence of screens: CHRM1 antagonist	CRFR2-BP ag	M1 PAM	CHRM5 antagonist	CHRM5 PAM	CHRM4 agonist	M4 antag	M4 PAM	M5 ag
- Cc1cc(NS(=O)(=O)c2ccc(NC(=O)CSc3nnc(-c4ccco4)n3N)cc2)nc(C)n1
  -5	-2.4	8	-1	0	0	-2	-1	1
- CCOC(=O)C1(C(F)(F)F)N=C(N(C)C)OC(N(C)C)=N1
  -27	-2.6	2	-1	-2	0	3	15	1
- Cc1ccccc1-n1c(SCC(=O)NCc2cccs2)nnc1-c1ccncc1
  -15	2.2	5	4	-5	1	-2	2	-4
- O=C(CCS(=O)(=O)c1cccc2nsnc12)N1CCN(c2ccccc2F)CC1
  9	-2.1	-3	-4	-8	11	-16	11	-2
- FC(F)(F)c1cc(-c2ccco2)nc2ncnn12
  14	-1.9	-8	7	-8	0	15	-13	-1
- c1ccc(OCCSc2ncnc3nc[nH]c23)cc1
  -3	-1.3	6	7	-6	5	-7	0	5
- Cc1ccc(/C=C2\SC(=S)N(CCC(=O)Nc3cccnc3)C2=O)cc1
  -5	-0.6	-1	15	-2	1	4	-3	-1
- S=c1[nH]nc(-c2ccco2)n1/N=C/c1cccc(Cl)c1
  2	-2.0	-2	-3	6	0	2	-8	-1
- O=C(COc1ccc(S(=O)(=O)N2CCCC2)cc1Cl)NC1CC1
  -12	0.9	11	6	-1	1	-1	5	-2
- O=C(COc1ccccc1Cc1ccccc1)Nc1cccc(S(=O)(=O)N2CCOCC2)c1
  3	1.8	8	6	-8	8	5	-3	2
- CC1CC(C)(C)N(C(=O)CN2CCN(C)CC2)c2ccccc21 (centres undefined)
  -7	0.7	-4	1	-2	0	-1	-4	-25
- Cc1cccc(N2CCN(C(=O)CCN3C(=O)C4C5C=CC(C5)C4C3=O)CC2C)c1 (centres undefined)
  -1	-0.9	6	-1	-4	3	-5	-2	1
- O=C1N(c2ccccc2)C(=Nc2ccccc2)SC12CC2
  -5	-1.2	1	8	-6	-1	-10	-19	-4
- O=C(Nc1ccnc(-c2ccncc2)n1)c1ccc(F)cc1
  3	-1.6	1	9	4	0	-4	-1	-1
- CC1(C(=O)N2CCOCC2)CCCCC1
  -18	-1.2	9	17	14	0	8	5	-3
- CC(=O)Nc1ccc(S(=O)(=O)Nc2nnc(C)s2)cc1
  -13	-1.8	4	5	-7	0	-3	-5	3
- C[C@H](CO)N1C[C@H](C)[C@@H](CN(C)C(=O)Nc2ccc(N3CCN(C)CC3)cc2)OCc2cnnn2CCCC1=O
  -20	0.2	11	11	0	1	-4	4	-1
- O=C(COC(=O)c1cnc(Cl)c(Cl)c1)NCCC1=CCCCC1
  -8	5.0	0	7	-2	3	-1	-4	-2
- Cc1nnsc1C(=O)N1CCCC(N2CCN(c3cccc(C(F)(F)F)c3)CC2)C1 (centres undefined)
  -23	-1.3	17	-15	10	5	-8	9	1
- O=C(Nc1ccc(OC(F)(F)F)cc1)c1ccccc1-n1cnnn1
  13	0.0	-2	4	3	2	5	1	0
- CCOC(=O)Cc1csc(NC(=O)CSc2nnc(-c3ccc(F)cc3)o2)n1
  2	0.6	0	2	-1	4	0	11	1
- COc1ccccc1C(=O)Nc1ccc(S(=O)(=O)N2CCCCC2)cc1
  -3	-0.8	-2	25	-6	4	-9	-6	-3
- Cc1ccc(C(C)C)c(OCC(=O)NNC2=CC(=O)CC(C)(C)C2)c1
  1	-2.5	3	0	0	7	-1	-7	4
- COc1cc(/C=N/N2CCCCC2)cc([N+](=O)[O-])c1O
  0	-1.6	9	0	-2	1	5	-3	15
- C/C(CC(=O)Nc1ccccn1)=N\NC(=O)c1ccc2ccccc2c1
  -13	-1.2	12	-3	-1	2	2	3	-2
- COc1ccc(CN(CC(=O)NCc2ccco2)C(=O)CCC(=O)Nc2ccccn2)cc1
  -6	-1.0	1	6	-4	1	-1	0	-4
- CN1CCC(=NNc2ncnc3sc4c(c23)CCCC4)CC1
  13	3.1	-3	-2	-1	0	17	-8	-1
- N#CC1=C(S)N=C(N)C(c2nc(-c3ccccc3)cs2)C12CCCCC2 (centres undefined)
  -8	2.4	11	-3	9	1	16	4	5
- O=C(O)CCCc1nc(-c2ccc(Cl)cc2)no1
  -13	0.4	13	-3	1	0	2	1	1
- CCOC(=O)CC(=O)CSc1ccc2nnc(-c3ccc(F)cc3)n2n1
  -4	0.8	4	4	-1	2	-2	5	1
- CCOC(=O)C1=C(O)/C(=C/c2ccc(OCC(=O)O)c(OC)c2)SC1=Nc1ccc(OC)cc1
  -2	-0.6	5	-2	0	0	5	5	0
- CC(C)Oc1ccc(CNC(=O)Cn2ccc3cc(S(=O)(=O)N4CCCC4)ccc32)cc1
  -1	2.9	1	6	-1	4	2	-4	-5
- COc1cccc(NC(=O)CN(C)C(=O)c2ccc(NC3CC3)c([N+](=O)[O-])c2)c1
  -8	-5.4	8	1	-6	2	-6	5	0
- O=C(COC(=O)CNC(=O)c1sc2ccccc2c1Cl)NC1CCS(=O)(=O)C1 (centres undefined)
  -14	-0.5	9	-6	8	2	-2	9	-1
- Cn1cc(Cl)c(-c2n[nH]c(=S)n2C2CCCCC2)n1
  -3	0.2	13	-13	8	2	-1	-1	-1
- Cc1ccc(NCCC(=O)c2ccc(Cl)c(Cl)c2)cc1
  -7	-0.1	2	8	-6	0	6	-4	2
- COc1ccc(C2=C(c3ccc(OC)c(OC)c3)CN3CCCCC3C2)cc1 (centres undefined)
  4	-1.6	-3	-6	-1	1	9	-4	-2
- CCN(CC)S(=O)(=O)c1cccc(NC2=NCCCCC2)c1
  27*	4.4	-5	-4	4	1	-9	-1	-17
- COc1cc(OC)c(OC)cc1/C=N/NC(=S)NCC1CCCO1 (centres undefined)
  2	-1.6	3	1	-8	9	1	-5	3
- O=C(Nc1ccccc1)c1cc(Cl)nc2ccccc12
  10	-1.5	-9	-10	-1	2	6	8	-3
- O=C(N/N=C/C=C\c1ccccc1[N+](=O)[O-])c1ccncc1
  -6	0.8	1	5	0	1	0	2	0
- O=S(=O)(c1ccc(F)cc1)N1CCc2ccccc21
  -14	-5.2	8	-1	1	-1	-7	1	-11
- CCOc1ccc(C2CC(c3ccc(CC)cc3)n3nc(N)nc3N2)cc1 (centres undefined)
  4	1.1	1	-1	-4	1	-10	8	1
- COc1ccc2oc(C(=O)OCC(=O)NC3CCCC3)c(C)c2c1
  -13	0.5	8	-5	-5	4	4	2	0
- CCOc1ccc(C(=O)NCC(=O)OCC(=O)NC2CCCC2)cc1
  -8	-1.4	10	-3	-1	2	-1	-4	2
- O=C(COc1ccc([N+](=O)[O-])cc1)NCc1ccccc1
  -8	-6.6	10	-10	4	0	-8	-2	-2
- Nc1nc2ccccc2cc1C(=O)NCc1cccs1
  ·	·	·	16	-15	19	0	-4	8
- Cc1ccc(CSc2nnc(SCC(=O)N/N=C/c3c(C)nn(-c4ccccc4)c3C)s2)cc1
  0	2.5	5	7	-7	4	-4	-4	-1
- Cc1cc(-c2cc(C(=O)NC3CCCC3)on2)nc(NC2CCCC2)n1
  1	-0.7	3	7	5	0	3	3	-1
- Fc1ccccc1-n1c(-c2ccc3ccccc3n2)n[nH]c1=S
  9	-0.4	-3	5	-5	6	-2	-4	2
- CCN(CC(=O)Nc1c(F)cccc1F)C(=O)CNC(=O)c1cccc(C)c1
  -4	0.9	10	-3	3	1	-2	4	-1
- Cc1c(C(=O)NCCC#N)sc(=O)n1Cc1ccc(C(=O)N(C)C)cc1
  -6	·	5	3	-6	0	-1	2	1
- CCOC(=O)NN1C(=O)c2ccccc2NC1c1ccc(OC)cc1 (centres undefined)
  -5	-1.0	10	1	3	2	-5	11	0
- COC(=O)c1cc(-c2ccc(C)cc2)n[nH]1
  -4	0.3	8	1	-2	-1	6	6	1
- Cc1ccc(Cn2c(SCC(=O)NCC3CCCO3)nc3c2c(=O)n(C)c(=O)n3C)cc1 (centres undefined)
  -7	-4.0	7	-5	8	1	2	-2	-3
- CCN(CC)c1ccc(C=NN2CCCCCC2)cc1
  -5	-3.0	-1	5	0	2	-3	-2	1
- Cc1cc(NC(=O)CSc2nnnn2-c2ccc(C(C)C)cc2)no1
  -9	-2.7	4	15	-9	2	-7	2	-3
- COc1ccccc1C1CCN(C(=O)c2ccc(C(C)(C)C)cc2)CC1
  -15	2.0	4	6	-5	-2	2	-3	-6
- OCCCNc1nc(-c2ccc(Cl)cc2)nnc1-c1ccccc1
  -15	1.4	5	-2	4	4	-8	14	-5
- COc1ccccc1-c1ocnc1C(=O)Nc1ccc(N2CCOCC2)cc1N1CCOCC1
  -8	-1.7	4	9	1	2	-10	3	-1

Next structures.
Sequence of screens: CHRM1 antagonist	CRFR2-BP ag	M1 PAM	CHRM5 antagonist	CHRM5 PAM	CHRM4 agonist	M4 antag	M4 PAM	M5 ag
- CSc1ncc(-c2ccc(Cl)cc2)[nH]1
  -1	0.0	3	-5	3	0	-7	1	6
- CSc1ccc(CN(C)C(=O)c2cc(=O)c3ccccc3o2)cc1
  -5	-2.6	7	22	-9	10	-9	-16	0
- CC(C)Cc1ccc(C(=O)NCCOc2ccccc2)o1
  8	1.1	-5	-4	4	1	8	-4	-5
- CCC(C)[C@H](NC(=O)Nc1ccc(C)cc1C)C(=O)O (some centres undefined)
  -8	-0.2	3	10	-9	1	9	5	-4
- N#Cc1c(Cl)nc2c(c1C#N)CCCC2
  -16	-1.5	19	7	6	0	-4	17	1
- CCOc1cc(/C=N/Nc2nc(Nc3ccccc3)nc(N3CCCCC3)n2)ccc1OCC(=O)O
  -7	0.2	8	4	6	0	-2	-1	-1
- O=C(O)c1ccccc1N(c1ccccc1)c1ccccc1
  -13	-1.9	8	1	-1	0	0	-6	2
- CC1CCCCC1NC(=O)COc1cccnc1[N+](=O)[O-] (centres undefined)
  0	-1.3	4	21	-2	1	-7	6	1
- Cc1nn(C)cc1C(C)Nc1nc2nonc2nc1N1CCCCC1 (centres undefined)
  -13	-0.7	11	6	-1	1	0	-3	-1
- CC(C)C(NC(=O)c1ccccc1)C(=O)NC1CCCc2ccccc21 (centres undefined)
  -5	0.2	3	21	-2	1	1	-1	-1
- CCOC(=O)C1CCCN(C(=O)c2ccc(S(=O)(=O)Nc3ccccc3OC)cc2)C1 (centres undefined)
  6	-0.1	-3	7	-2	4	7	-2	3
- C[C@H]1CN([C@@H](C)CO)C(=O)CCCn2nncc2CO[C@@H]1CN(C)Cc1cccc(O)c1
  2	1.3	0	-13	7	0	-12	5	1
- CC1CN(CC(O)COC2CCC(C(C)(C)C)CC2)CC(C)O1 (centres undefined)
  -11	0.2	12	7	0	4	-4	10	0
- O=C(CCn1nnc2ccccc21)Nc1nnc(COc2ccccc2F)s1
  -2	0.8	5	0	-6	4	-3	-5	-3
- CC/C(C)=N/Nc1ccc(S(=O)(=O)N2CCCC2)cc1[N+](=O)[O-]
  -2	0.6	-2	14	-11	2	-2	-1	1

Reprinted at random: two entries already listed
Sequence of screens: CHRM1 antagonist	CRFR2-BP ag	M1 PAM	CHRM5 antagonist	CHRM5 PAM	CHRM4 agonist	M4 antag	M4 PAM	M5 ag
- CCC(C)[C@H](NC(=O)Nc1ccc(C)cc1C)C(=O)O (some centres undefined)
  -8	-0.2	3	10	-9	1	9	5	-4
- CC1CN(CC(O)COC2CCC(C(C)(C)C)CC2)CC(C)O1 (centres undefined)
  -11	0.2	12	7	0	4	-4	10	0
